# Screening data: PubChem BioAssay, several laboratories
# CDK5 p35 inh: inhibitors of human CDK5/p35 kinase, primary screen, biochemical, single concentration | Cyclin-dependent kinase 5 (Homo sapiens) + Cyclin-dependent kinase 5 activator 1 (Homo … | Recombinant CDK5/p35, ADP-Glo luminescence, 60 min | inhibition, % at 10 µM | 330,000 compounds, 0.01% hits | AID 488839, 2010;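 active = highest replicate inhibition of at least 50% and at least 75% of replicates reaching 50%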;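 also: plate controls were DMSO neutral control for no effect and GW8510 at 10 µM for full effect; many of its hits are not listed in these tables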
# PKA-R2B act: activators of PKA-R2B holoenzyme, primary screen, biochemical, fluorescence polarization, Cy5-IP20, human. cAMP-dependent protein kinase catalytic subunit beta (Homo sapiens) + cAMP-dependent …. PKA-R2B holoenzyme dissociation; R2B truncated from residue 108, S112A mutant; 0% DMSO only, 100% 113 µM cGMP. activation, % at 11.4 µM. 340,000 compounds, 0.079% hits. AID 504700, 2011;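 active = activation above a cutoff set at the mean over all compounds plus 3 SD, cut at about 18% in these data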;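 also: higher means more holoenzyme dissociation and a rise in polarization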
# Target sequence (P31323 whole entry, looked up, other chains not shown, the tested form may be a part): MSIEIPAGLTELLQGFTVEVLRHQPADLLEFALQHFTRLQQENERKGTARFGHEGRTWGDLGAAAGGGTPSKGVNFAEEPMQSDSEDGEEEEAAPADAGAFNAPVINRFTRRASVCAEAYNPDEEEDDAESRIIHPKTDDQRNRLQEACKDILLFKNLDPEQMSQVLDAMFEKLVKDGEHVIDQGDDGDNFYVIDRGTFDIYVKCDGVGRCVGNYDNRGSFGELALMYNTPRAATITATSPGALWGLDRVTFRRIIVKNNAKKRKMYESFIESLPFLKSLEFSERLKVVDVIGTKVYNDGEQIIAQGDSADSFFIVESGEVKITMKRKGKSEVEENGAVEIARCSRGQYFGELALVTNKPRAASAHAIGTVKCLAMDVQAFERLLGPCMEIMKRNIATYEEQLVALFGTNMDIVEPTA
# Mot1-301 SUMO: yeast Mot1-301 growth rescue at high temperature, primary screen, SUMOylation pathway inhibitor project, S. cerevisiae, ATP luminescence, 38.5C; S. cerevisiae Mot1-301 growth rescue; percent above DMSO median, 100 means doubled; growth rescue, % at 18.8 µM; 320,000 compounds, 1% hits;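 active = every valid replicate shows activation above 250% relative to neutral control wells; inactive = the rest, any valid replicate at or below 250%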;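 also: OY570 slx delta 5 strain wells were the positive control but not used for scaling; some compounds called inactive have numbers as strong as hits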
# Tat export inh: E. coli Tat export inhibitors, primary screen, MC4100, TorA-mCherry reporter, fluorescence, single point | inhibition, % at 10 µM | 340,000 compounds, 0.036% hits;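 active = mean replicate inhibition at least 50% and at least half of replicates individually reaching 50%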;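 also: exported cargo escapes ClpAP degradation while cytoplasmic cargo is degraded and loses fluorescence; 0% = median of neutral control wells and 100% = median of NaSCN control wells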
# DAGLB inh: DAGLB lipase inhibitors, primary screen, biochemical, fluorescence, HTS | Diacylglycerol lipase-beta (Homo sapiens), Q8NCG7 | HEK293T DAGLB membrane lysate, EnzChek fluorogenic substrate | inhibition, % at 5.17 µM | 340,000 compounds, 0.059% hits | AID 504411, 2011; in the data active = inhibition above about 34%;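 also: 0% = enzyme with vehicle and 100% = wells lacking enzyme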
# Ecoli viability: E. coli V3065 growth inhibition, primary screen, counter-screen for AddAB inhibitor project, absorbance, OD600 | 18 h | inhibition, % at 11.9 µM | 330,000 compounds, 0.27% hits;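 active = inhibition above the campaign's mean inhibition across all tested compounds plus 3 SD, cut at about 9.9% in these data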;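 also: uninfected addAB+ strain grown without phage in ampicillin broth; 0% = DMSO wells and 100% = ciprofloxacin 0.95 µg/ml wells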
# PKA-R1A activ: activators of PKA-R1A holoenzyme, primary screen, biochemical, fluorescence polarization, Cy5-IP20, bovine R1A, mouse PKAc. 340,000 compounds, 0.083% hits. activation, % at 11.4 µM. cAMP-dependent protein kinase type I-alpha regulatory subunit (Bos taurus) + …. PKA-R1A dissociation; scaled: DMSO 0%, 113 µM cGMP 100%;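 active = percent activation above the mean of all tested compounds plus 3 SD, cut at about 19% in these data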;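 also: higher means more PKAc released from R1A so a rise in polarization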
# AddAB inh: growth inhibition of E. coli expressing H. pylori AddAB, primary screen, AddAB inhibitor project, absorbance; inhibition, % at 11.9 µM; 330,000 compounds, 0.29% hits; in the data active = inhibition above about 12%;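 also: 0% = vehicle wells of infected cells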
# HTR5A ag ctr: HTR5A agonists in luminescence cell assay, primary screen, counter-screen for OPRM1-OPRD1 heterodimer agonist project, full-deck HTS. AID 504692, 2011. cell-based. 5-hydroxytryptamine receptor 5A (Homo sapiens), P47898. 340,000 compounds, 0.61% hits. activation, % at 9.3 µM; in the data active = activation mostly above about 9.5%, no sharp cut-off; inactive = mostly below about 7.6%;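 also: 0% = cells with vehicle only and 100% = reference agonist; strong numbers were not always called active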
# Target sequence (P47898 whole entry, looked up): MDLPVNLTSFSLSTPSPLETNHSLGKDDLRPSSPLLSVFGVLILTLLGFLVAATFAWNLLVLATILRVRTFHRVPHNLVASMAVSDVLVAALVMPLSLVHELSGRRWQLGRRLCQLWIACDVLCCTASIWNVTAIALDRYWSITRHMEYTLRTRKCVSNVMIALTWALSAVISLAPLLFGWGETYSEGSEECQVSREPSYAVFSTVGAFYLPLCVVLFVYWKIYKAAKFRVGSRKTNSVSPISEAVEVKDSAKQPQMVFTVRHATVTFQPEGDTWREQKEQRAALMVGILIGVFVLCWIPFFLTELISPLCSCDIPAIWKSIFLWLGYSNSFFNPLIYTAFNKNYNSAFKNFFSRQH
# HTR5A inv ag: HTR5A inverse agonists in luminescence cell assay, primary screen, counter-screen for OPRM1-OPRD1 heterodimer inverse agonist project, full-deck HTS; 5-hydroxytryptamine receptor 5A (Homo sapiens), P47898; inhibition, % at 9.3 µM; AID 504634, 2011; HTR5A cell line, inverse agonism; 340,000 compounds, 0.083% hits; in the data active = inhibition mostly above about 23%, no sharp cut-off; inactive = mostly below about 18%;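 also: 0% = cells with DMSO and 100% = no-cell wells with DMSO; some compounds called inactive have numbers as strong as hits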
# phage Ecoli inh: growth loss of phage-infected E. coli, primary screen, RecBCD inhibitor project, absorbance, with phage, HTS; inhibition, % at 11.9 µM; 360,000 compounds, 0.26% hits; in the data active = inhibition above about 11%
# Numbers without * were called inactive; . = no result given.
SMILES,CDK5 p35 inh,PKA-R2B act,Mot1-301 SUMO,Tat export inh,DAGLB inh,Ecoli viability,PKA-R1A activ,AddAB inh,HTR5A ag ctr,HTR5A inv ag,phage Ecoli inh
CCCCOC(=O)Nc1cc(OC)c(Cl)cc1OC,-1.0,-5,585,7,-11,-0.6,-6,4.7,3,10,-0.7
O=C(c1ccc(-c2cccc([N+](=O)[O-])c2)o1)N1CCN(c2ccc([N+](=O)[O-])cc2)CC1,1.2,2,.,0,2,.,4,.,2,-3,-2.7
CCCCOc1ccc(CNC(=O)NS(=O)(=O)c2ccc(OCC)cc2)cc1,-0.1,-7,.,-8,0,-1.6,-13,1.3,-1,20,3.7
O=C(CC(=O)NCc1cccnc1)NCc1cccnc1,0.2,6,-1,-2,0,-0.1,4,2.7,-2,-16,4.2
O=C(NCC1CCCO1)c1cc2c(s1)CCCC2 (stereo unspecified),-0.6,4,-9,-10,-2,-0.2,-10,-0.3,-3,8,3.6
CCN1CCN(c2cc(C)c3cc(NC(=S)N4CCC5(CC4)OCCO5)ccc3n2)CC1,1.2,4,-9,0,-1,1.8,-7,0.0,4,-11,-1.1
Cc1nc2ccc(NC(=O)c3ccc(Cl)c(S(=O)(=O)N(C)c4ccccc4)c3)cc2s1,1.1,-7,3,-1,-3,-2.4,5,0.2,6,7,-1.2
Cc1cccc(NC(=O)CCCN2C(=O)C(c3ccccc3)Oc3cccnc32)c1C (stereo unspecified),.,-5,113,2,-1,2.6,-4,3.7,4,-13,0.9
COc1ccc(COC(=O)C2=C(C)NC(=O)NC2c2cc(Br)c(O)c(OC)c2)cc1 (stereo unspecified),-0.9,-4,0,5,3,1.2,-2,-1.6,2,-9,-0.8
COc1ccc(CNC(=O)c2ccc3c(c2)N(C)C(=O)CS3=O)cc1 (stereo unspecified),1.6,3,51,0,-1,1.0,9,3.3,-3,7,2.1
Cc1ccc(S(=O)(=O)N2CCOCC2)cc1NC(=O)COC(=O)Cc1ccc(Cl)cc1,1.1,-9,-7,4,-3,0.3,-3,4.2,6,-15,1.0
COc1ccc(Cl)cc1C(=O)Nc1ccc(NC(C)=O)cc1,0.5,-4,13,-4,1,0.5,-3,0.8,1,-3,4.0
CSCCC(NC(=O)c1ccccc1)C(=O)N1CCCCCCC1 (stereo unspecified),1.0,-2,-4,-7,-1,0.5,-5,3.1,2,-4,3.0
COc1cccc(-n2c(C)nn(CCOc3ccccc3)c2=O)c1,0.5,2,.,4,-1,-0.2,-4,2.0,2,-5,0.1
O=C(CCN1CCN(c2ccccc2F)CC1)Nc1ccc(F)cc1,-1.7,4,-5,-1,0,0.8,4,-0.7,6,-20,5.7
CC(C)C[C@H](NC(=O)OC(C)(C)C)C(=O)N1CCC(C(=O)N[C@@H](Cc2ccccc2)C(=O)O)CC1,5.1,3,296,-1,1,-0.4,5,-1.5,1,9,1.5
O=C(Nc1ccccc1[N+](=O)[O-])c1nc[nH]c1C(=O)NCCO,-1.0,7,-3,-3,3,-0.8,3,-1.0,0,4,2.5
CCOc1ccc(S(=O)(=O)N(CC)CC(=O)NC2CCS(=O)(=O)C2)cc1 (stereo unspecified),-0.3,-8,-2,-3,-3,0.9,-5,0.4,0,-6,-0.1
CCn1c(-c2ccc[nH]c2=O)nc2ccccc21,0.4,5,39,-3,0,1.3,-1,-0.1,5,-18,-2.4
O=[N+]([O-])c1ccc(Cl)c(C[n+]2cccc3ccccc32)c1,0.7,0,257,3,-1,0.0,3,3.0,2,-3,2.2
Cc1ccnc(NS(=O)(=O)c2ccc(NC(=O)CN3C(=O)c4ccccc4S3(=O)=O)cc2)n1,0.3,-14,-9,4,3,-3.0,-14,2.2,2,-5,-0.8
O=C(Nc1ccn(CCCNCc2ccc3[nH]ccc3c2)c(=O)n1)OCc1ccccc1,1.9,-3,.,-6,0,.,-3,.,-4,13,5.2
CC(C)NS(=O)(=O)c1ccc(NC(=O)C(C)OC(=O)CCCOc2ccccc2)cc1 (stereo unspecified),1.1,-12,.,6,-2,.,-6,.,-3,0,-0.8
COc1cc(-c2nnc(SC(C)C(=O)Nc3c(C)n(C)n(-c4ccccc4)c3=O)o2)cc(OC)c1OC (stereo unspecified),-0.4,-11,5,-7,4,0.2,-5,1.4,-2,3,2.3
COc1ccc(N/C(N)=N/c2nc(C)cc(C)n2)c(OC)c1,2.1,-3,5,-2,0,-1.9,-10,-3.0,-3,9,5.0
O=C(CCCn1c(=O)[nH]c2cc(Cl)ccc2c1=O)NC1CCCCCCC1,.,-4,-15,-4,-1,-0.8,-24,-1.8,3,9,2.5
CCN(CC)CCNc1nc(-c2cccs2)c(CC(=O)O)s1,1.6,3,33,-4,-1,0.2,3,0.8,-1,2,-0.8
Cc1cccc(NC(=O)COc2ccc(/C=C\c3[nH]c(=O)[nH]c(=O)c3[N+](=O)[O-])cc2)c1,-0.8,0,3,1,11,-0.5,-3,0.4,-1,3,3.5
Cc1ccc2nc(C)cc(N3CCOCC3)c2c1,0.8,1,.,-4,-2,-1.4,-1,-1.3,-2,11,0.2
CN(C)C(=S)NC1(C)CCS(=O)(=O)C1 (stereo unspecified),0.4,-13,-8,0,-1,-0.6,-5,2.9,11,-1,3.7

# 11 compounds already listed, arranged by molar mass, descending.
SMILES,CDK5 p35 inh,PKA-R2B act,Mot1-301 SUMO,Tat export inh,DAGLB inh,Ecoli viability,PKA-R1A activ,AddAB inh,HTR5A ag ctr,HTR5A inv ag,phage Ecoli inh
Cc1ccnc(NS(=O)(=O)c2ccc(NC(=O)CN3C(=O)c4ccccc4S3(=O)=O)cc2)n1,0.3,-14,-9,4,3,-3.0,-14,2.2,2,-5,-0.8
Cc1ccc(S(=O)(=O)N2CCOCC2)cc1NC(=O)COC(=O)Cc1ccc(Cl)cc1,1.1,-9,-7,4,-3,0.3,-3,4.2,6,-15,1.0
CC(C)NS(=O)(=O)c1ccc(NC(=O)C(C)OC(=O)CCCOc2ccccc2)cc1 (stereo unspecified),1.1,-12,.,6,-2,.,-6,.,-3,0,-0.8
CCCCOc1ccc(CNC(=O)NS(=O)(=O)c2ccc(OCC)cc2)cc1,-0.1,-7,.,-8,0,-1.6,-13,1.3,-1,20,3.7
CCOc1ccc(S(=O)(=O)N(CC)CC(=O)NC2CCS(=O)(=O)C2)cc1 (stereo unspecified),-0.3,-8,-2,-3,-3,0.9,-5,0.4,0,-6,-0.1
O=C(CCCn1c(=O)[nH]c2cc(Cl)ccc2c1=O)NC1CCCCCCC1,.,-4,-15,-4,-1,-0.8,-24,-1.8,3,9,2.5
O=C(CCN1CCN(c2ccccc2F)CC1)Nc1ccc(F)cc1,-1.7,4,-5,-1,0,0.8,4,-0.7,6,-20,5.7
COc1cccc(-n2c(C)nn(CCOc3ccccc3)c2=O)c1,0.5,2,.,4,-1,-0.2,-4,2.0,2,-5,0.1
O=C(Nc1ccccc1[N+](=O)[O-])c1nc[nH]c1C(=O)NCCO,-1.0,7,-3,-3,3,-0.8,3,-1.0,0,4,2.5
O=C(NCC1CCCO1)c1cc2c(s1)CCCC2 (stereo unspecified),-0.6,4,-9,-10,-2,-0.2,-10,-0.3,-3,8,3.6
Cc1ccc2nc(C)cc(N3CCOCC3)c2c1,0.8,1,.,-4,-2,-1.4,-1,-1.3,-2,11,0.2

# (next part)
SMILES,CDK5 p35 inh,PKA-R2B act,Mot1-301 SUMO,Tat export inh,DAGLB inh,Ecoli viability,PKA-R1A activ,AddAB inh,HTR5A ag ctr,HTR5A inv ag,phage Ecoli inh
O=C(Nc1ccc(S(=O)(=O)Nc2ccccn2)cc1)c1cccc(Br)c1,0.7,7,-22,2,0,0.8,6,2.4,-3,10,3.4
CCCN1CCN(CCCNC(=O)CN2C(=O)C(CC)Oc3ccccc32)CC1 (stereo unspecified),-0.4,-3,11,1,-1,1.0,2,2.4,1,-21,0.7
COc1ccc(OC)c(S(=O)(=O)NCCCN2CCCC2=O)c1,-0.6,-6,-4,5,1,1.4,2,-2.4,-2,4,1.6
CC(Cl)C(=O)NNC(=O)CNS(=O)(=O)c1ccccc1 (stereo unspecified),0.3,-2,-10,17,-1,-1.9,-7,-0.4,4,8,3.5
COc1ccc(Cl)cc1S(=O)(=O)N1CCCC(C(=O)N2CCCC2)C1 (stereo unspecified),-0.5,2,1,-8,0,-1.0,-2,1.9,7,-18,2.0
O=C(Nc1cccc(S(=O)(=O)N2CCCCC2)c1)c1ccc2c(=O)n3c(nc2c1)CCCCC3,-1.0,9,-14,-4,1,-1.6,-8,3.7,4,-31,1.6
COc1ccc(C(=O)Nc2ccc(NC(=O)c3ccco3)cc2)cc1,-0.4,-12,60,-7,-2,2.0,5,0.7,-4,2,4.3
O=C(NCC1CCCO1)/C(=C/c1ccc(Cl)cc1)NC(=O)c1ccccc1 (stereo unspecified),0.3,-10,3,-7,1,0.6,2,3.9,1,-18,4.1
Cc1ccccc1N1CCN(C(=O)CCN2C(=O)c3ccccc3C2=O)CC1,0.6,-6,76,-9,0,1.1,10,0.3,-2,2,1.9
O=C1OC(C(=O)O)Cc2ccccc21 (stereo unspecified),0.8,-9,40,0,0,1.6,-7,1.3,5,-12,-0.9
C/C(=N\NC(=S)Nc1c(C)cccc1C)c1ccc(OC(F)F)cc1,1.5,-5,5,2,-3,0.5,-5,-2.5,3,-9,4.1
COc1ccccc1NC(=O)c1cc(S(=O)(=O)N2CCCCCC2)ccc1F,-0.1,-6,-30,9,-7,2.6,0,2.7,-1,9,0.6

# Outcome played no part in choosing rows, and some 2.3% of all compounds hit somewhere here.
